GPR55 beta-arrestin: GPR55 agonists via beta-arrestin recruitment, primary screen, imaging, U2OS cells, beta-arrestin-GFP redistribution (AID 1961); U2OS GPR55 beta-arrestin-GFP redistribution imaging; higher % means a stronger effect; G-protein coupled receptor 55 (Homo sapiens); one-dose activation, % at 10 µM; EC50 in µM for titrated hits; actives 0.048% (n = 290,000);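 active = activation above 40% with more than 50 cells counted in the well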;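 note: U2OS osteosarcoma cells stably expressing GPR55 and beta-arrestin-GFP; plate controls were DMSO negative control for no effect and LPI positive control for full effect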
GPR35 arrestin U2OS: GPR35 antagonists blocking zaprinast-driven arrestin recruitment, primary screen, imaging, U2OS, beta-arrestin-GFP, zaprinast agonist (AID 2058). G-protein coupled receptor 35 (Homo sapiens). U2OS GPR35 beta-arrestin-GFP translocation imaging, zaprinast antagonism; higher % means a stronger effect. inhibition, % at 10 µM, or IC50 in µM where a hit was titrated. actives 0.052% (n = 290,000);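 active = inhibition of at least 50% with at least 30 cells and total cytoplasm GFP at most 10,000,000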
KOR beta-arrestin-1: KOR agonists, beta-arrestin recruitment, primary screen, cell-based, luminescence, uHTS (AID 1777) | KOR beta-arrestin recruitment, luminescence; higher % means a stronger effect | activation, % at 10 µM, or EC50 in µM where a hit was titrated | actives 0.02% (n = 280,000); in the data active = activation above about 50%, passing the limit was not always enough; note: a part of the inactive calls stands beside numbers as strong as those of hits
HIV peptide binding: inhibitors of HIV fusion peptide binding, primary screen, biochemical, uHTS, fluorescence dequenching (AID 1986); actives 0.3% (n = 290,000); inhibition, % at 20 µM, or IC50 in µM where a hit was titrated; cell-free peptide binding, fluorescence dequenching, 30 min; higher % means a stronger effect; in the data active = inhibition mostly above about 52%, no sharp cut-off; inactive = mostly below about 76%; note: some results filed as inactive read as strong as hits
GPR55 LPI antagonism: GPR55 antagonists blocking LPI-driven arrestin recruitment, primary screen, imaging, U2OS, beta-arrestin-GFP, LPI agonist (AID 2013) | actives 0.13% (n = 290,000) | G-protein coupled receptor 55 (Homo sapiens) | one-dose inhibition, % at 10 µM; IC50 in µM for titrated hits | U2OS GPR55 beta-arrestin-GFP translocation imaging, LPI antagonism; higher % means a stronger effect;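 active = spots per cell inhibited over 60%, with over 100 cells counted and total cytoplasm intensity under 500,000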;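 note: U2OS cells stably carrying GPR55 and arrestin-GFP stimulated by 5 µM LPI near EC80; imaged beta-arrestin-GFP aggregate spots per cell after agonist stimulation; plate controls were LPI-stimulated DMSO wells for no effect and DMSO wells without LPI for full effect; some results filed as inactive read as strong as hits; confirmed hits need IC50 under 10 µM and bright autofluorescent wells are also inconclusive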
KOR beta-arrestin-2: KOR antagonists, beta-arrestin recruitment, cell-based, luminescence, uHTS (AID 1778); KOR beta-arrestin recruitment, luminescence, antagonist mode; higher % means a stronger effect; Kappa-type opioid receptor (Homo sapiens); actives 0.091% (n = 290,000); one-dose inhibition, % at 10 µM; IC50 in µM for titrated hits; in the data active = inhibition above about 50%; note: strong numbers were not always called active
NOD1 inhibition: NOD1 signaling inhibitors, primary screen, cell-based, luminescence, uHTS (AID 1578) | NOD1-driven NF-kB luciferase reporter cells, luminescence; higher % means a stronger effect | inhibition, % at 4 µM, or EC50 in µM where a hit was titrated | actives 1% (n = 290,000); in the data active = inhibition mostly above about 36%, no sharp cut-off; inactive = mostly below about 34%;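 note: HEK-293T reporter cells stimulated with the NOD1 agonist gamma-tri-DAP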
AID2073: inhibitors of Mint1-CaV2.2 protein interaction, biochemical, HTRF (AID 2073); HTRF protein-protein interaction, Mint1-CaV2.2; higher % means a stronger effect; one-dose inhibition, % at 20 µM; IC50 in µM for titrated hits; actives 0.19% (n = 290,000); in the data active = inhibition mostly above about 51%, no sharp cut-off; note: some results filed as inactive read as strong as hits
SIAH1 antagonists: Siah-1 peptide-binding antagonists, primary screen, biochemical, fluorescence polarization, rhodamine-plectin, uHTS (AID 1817). Siah-1 / rhodamine-plectin peptide fluorescence polarization; higher % means a stronger effect. actives 0.02% (n = 290,000). one-dose displacement, % at 20 µM; IC50 in µM for titrated hits;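 active = displacement of at least 50% at 20 µM, with a fluorescence ratio check between 0.3 and a set limit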;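 note: plate controls were Siah plus tracer with DMSO for no effect and tracer alone without Siah for full effect; strong numbers were not always called active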
Numbers without * were called inactive; x = not tested or not shown; [ ] = another dose, or the depositor's remark. These rows are one share of the data. The share of hits here may be higher or lower than overall.

SMILES	GPR55 beta-arrestin	GPR35 arrestin U2OS	KOR beta-arrestin-1	HIV peptide binding	GPR55 LPI antagonism	KOR beta-arrestin-2	NOD1 inhibition	AID2073	SIAH1 antagonists
CCn1ccnc1CNCc1ccc(OCC(O)CN(C)Cc2ccccc2)cc1 (configuration not stated)	-0.3%	2%	1.7%	1.2%	2%	-20%	-32%	6%	0%
COc1ccc(NC(=O)CSc2nnc(Cc3cccn3C)n2-c2ccc(F)cc2)cc1	-0.1%	4%	-3.9%	1.2%	24%	-3%	29%	0%	4%
Cc1nnc2ccc(N3CCN(C(=O)c4ccccc4)CC3)nn12	-0.1%	0%	-1.5%	8.9%	-8%	-7%	-16%	5%	3%
C/C(=N\S(=O)(=O)c1ccc(C)cc1)NC(=S)Nc1ccc(C)cc1	-0.1%	7%	0.3%	-1.0%	-23%	-12%	-7%	9%	-5%
CCCc1cc(=O)oc2c(C)c3occ(C)c3cc12	0.1%	-10%	0.3%	3.5%	-2%	-42%	-15%	6%	16%
COc1ccc(CN2CCn3ncc(C(=O)Nc4ccc(Cl)cc4Cl)c3C2=O)cc1	-0.1%	3%	5.9%	-2.5%	-12%	-47%	-4%	27%	4%
COc1ccc(C(=O)COC(=O)CNC(=O)c2ccc(OC)cc2)cc1	-0.3%	-17%	-7.6%	-1.0%	0%	18%	16%	12%	2%
COc1cccc(N2CCN(c3nc(C)c(C)c(=O)[nH]3)CC2)c1	-0.1%	-4%	1.6%	1.4%	14%	-13%	-29%	3%	2%
O=C(CNC(=O)c1cccc(F)c1)N/N=C/c1cc(Br)ccc1OC(=O)/C=C/c1ccco1	-0.2%	-5%	-2.6%	31%	-3%	16%	52%	26%	16%
CCOC(=O)C1CCN(CC(C)(C)NS(=O)(=O)c2ccc(C)cc2)CC1	-0.4%	1%	19%	-0.7%	-8%	-41%	36%	9%	-4%
O=C(COc1ccccc1)c1cn(CC(=O)N2CCOCC2)c2ccccc12	0.5%	-4%	0.8%	7.8%	16%	11%	-18%	17%	7%
CC1=C(C(=O)O)N2C(=O)C(NC(=O)c3nn(C)cc3[N+](=O)[O-])C2SC1 (configuration not stated)	-0.1%	-9%	-2.1%	0.8%	12%	3%[20 µM]	-12%	5%	8%
COc1cc2c(cc1OC)CN(S(=O)(=O)c1cccc(F)c1)CC2	0.0%	9%	-1.4%	0.5%	-2%	28%	-9%	10%	-3%
Cc1ccc(NC(=O)c2ccc(NCCCN3CCOCC3)c([N+](=O)[O-])c2)cc1Cl	0.7%	2%	2.6%	-5.5%	11%	-9%	-18%	3%	-12%
Cc1cccc(C(=O)NNC(=O)C2CCN(C(=O)OC(C)(C)C)CC2)c1	-0.1%	-6%	-3.3%	0.2%	11%	-17%	-20%	10%	1%
CCN(CC)S(=O)(=O)c1cccc(C(=O)NC(C)C(c2cccs2)N2CCCC2)c1 (configuration not stated)	0.0%	6%	-2.7%	-0.4%	3%	-10%	-24%	-2%	-7%
CCOc1ccc(N=C(C)c2ccccc2O)cc1	0.0%	9%	1.2%	-2.2%	-2%	-36%	-26%	15%	-5%
Cc1cccc(-c2nc(Nc3ccc(O)cc3)c3ccccc3n2)c1	0.3%	-1%	-0.9%	-0.6%	5%	-2%	-8%	21%	-4%
Cc1ccc2nc(-c3ccccn3)cc(C(=O)NCCc3ccc(F)cc3)c2c1	0.3%	4%	2.4%	-1.1%	14%	-5%	-8%	8%	-2%
CC(Nc1ccc(Br)cn1)c1cc(Cl)ccc1O (configuration not stated)	-0.2%	-8%	0.7%	-0.7%	10%	-13%	11%	-5%	3%

As a working copy, some entries already given.
SMILES	GPR55 beta-arrestin	GPR35 arrestin U2OS	KOR beta-arrestin-1	HIV peptide binding	GPR55 LPI antagonism	KOR beta-arrestin-2	NOD1 inhibition	AID2073	SIAH1 antagonists
CCn1ccnc1CNCc1ccc(OCC(O)CN(C)Cc2ccccc2)cc1 (configuration not stated)	-0.3%	2%	1.7%	1.2%	2%	-20%	-32%	6%	0%
COc1ccc(NC(=O)CSc2nnc(Cc3cccn3C)n2-c2ccc(F)cc2)cc1	-0.1%	4%	-3.9%	1.2%	24%	-3%	29%	0%	4%
Cc1nnc2ccc(N3CCN(C(=O)c4ccccc4)CC3)nn12	-0.1%	0%	-1.5%	8.9%	-8%	-7%	-16%	5%	3%
C/C(=N\S(=O)(=O)c1ccc(C)cc1)NC(=S)Nc1ccc(C)cc1	-0.1%	7%	0.3%	-1.0%	-23%	-12%	-7%	9%	-5%

Copied from the list.
Reading of CCCc1cc(=O)oc2c(C)c3occ(C)c3cc12 under GPR55 LPI antagonism: -2%
Reading of COc1ccc(C(=O)COC(=O)CNC(=O)c2ccc(OC)cc2)cc1 under KOR beta-arrestin-2: 18%

More entries
SMILES	GPR55 beta-arrestin	GPR35 arrestin U2OS	KOR beta-arrestin-1	HIV peptide binding	GPR55 LPI antagonism	KOR beta-arrestin-2	NOD1 inhibition	AID2073	SIAH1 antagonists
CC1CN(C(=O)c2cc3cc(Cl)ccc3[nH]2)CC(C)O1 (configuration not stated)	0.0%	-1%	-2.5%	1.7%	-5%	-18%	-14%	5%	9%
COC(=O)c1c(NC(=O)c2ccc([N+](=O)[O-])o2)sc2c1CCN(C(C)C)C2	-0.1%	-2%	-0.8%	-0.4%	-3%	18%	-19%	12%	0%
O=c1[nH]c(SCc2ccccc2Cl)nc2[nH]ncc12	0.1%	-2%	-4.1%	-0.7%	10%	20%	-18%	0%	0%
O=C(c1ccc(N2CCN(C(=O)c3ccccc3Br)CC2)cc1)c1cccc(F)c1	-0.2%	2%	-1.5%	0.2%	-14%	11%	22%	37%	-1%
CCOc1ccc(N2CC(C(=O)Nc3ccccc3F)CC2=O)cc1 (configuration not stated)	-0.1%	0%	-2.4%	24%	1%	-2%	2%	-3%	2%
c1cncc(C2Nc3ccccc3-c3nc4ccccc4n32)c1 (configuration not stated)	-0.1%	0%	-2.5%	-0.1%	7%	23%	-20%	5%	0%
Cc1cc(C(=O)OCC(=O)Nc2cc(S(=O)(=O)N(C)C)ccc2Cl)c2ccccc2n1	-0.4%	-3%	-1.6%	-0.6%	14%	2%	-12%	6%	-4%
S=c1[nH]c(-c2ccccc2)cn1/N=C/c1ccc(Br)cc1	-0.6%	-12%	-5.1%	1.3%	8%	-23%	-8%	35%	9%
Cc1cnc(C)c(N2CCN(Cc3nc(-c4ccc(C)o4)oc3C)CC2)n1	0.0%	19%	x	-1.9%	-8%	-20%[20 µM]	-2%	15%	1%
CC(CCc1ccccc1)NC(=O)CN(C)Cc1ccccc1F (configuration not stated)	0.8%	2%	5.7%	0.9%	0%	-34%	-13%	-9%	-5%
CCOc1ccccc1Nc1nc(-c2sc(C)nc2C)cs1	-0.1%	6%	x	0.8%	8%	11%[20 µM]	-32%	-22%	-6%
NS(=O)(=O)c1ccc(NC(=S)NC(=O)c2ccc(Br)o2)cc1	-0.1%	24%	-3.5%	1.1%	7%	-24%[20 µM]	-15%	-11%	2%
CN(C)c1nc(-c2ccccc2)cc(C(F)(F)F)c1C#N	-0.2%	11%	2.1%	1.4%	10%	-14%	-2%	29%	1%
C=CCn1c(SCc2ccc(F)cc2)nc2c1c(=O)[nH]c(=O)n2C	-0.1%	5%	4.6%	4.5%	1%	-40%	2%	-6%	1%
O=C(Nc1nc(-c2ccccc2)c(C(=O)c2ccccc2)s1)c1ccc(S(=O)(=O)N2CCCC2)cc1	0.2%	6%	-2.7%	0.7%	3%	24%	-3%	19%	1%
CCc1c(C)c2ccc(OC3CCCCC3=O)cc2oc1=O (configuration not stated)	-0.3%	-9%	0.3%	1.6%	1%	-1%	-25%	13%	5%
CCN(CC)CCN1C(=O)c2oc3ccccc3c(=O)c2C1c1ccc(F)cc1 (configuration not stated)	-0.1%	7%	2.7%	1.6%	-4%	-18%	-23%	5%	-2%
COc1ccc(NC(=O)C2CC(=O)N(CCc3ccc(F)cc3)C2)c(OC)c1 (configuration not stated)	-0.2%	10%	-1.2%	-1.0%	-5%	-11%	-17%	5%	8%
CCCC(C(=O)NC1CCCCC1)N(CC1CCCO1)C(=O)CNS(=O)(=O)c1ccc(F)cc1 (configuration not stated)	-0.2%	-8%	8.1%	-1.3%	-3%	-24%	6%	8%	0%
COC(=O)c1ccc2c(=O)n(CCN3CCOCC3)c(SCC(=O)c3ccccc3)nc2c1	-0.1%	-10%	2.2%	-0.3%	-11%	9%	8%	-34%	-5%
COC(=O)c1cccc(NC(=O)Cn2nnc3ccccc32)c1	-0.2%	-8%	-8.9%	0.2%	-6%	14%	-18%	-2%	-6%
Cc1cc(Cl)ccc1NC(=S)NCC(O)c1ccccc1 (configuration not stated)	0.1%	31%	x	-0.1%	-10%	-33%[20 µM]	-11%	6%	1%
COc1ccc(CC(=O)Nc2nc(-c3ccccc3)c(C(C)=O)s2)cc1OC	1.1%	-6%	4.3%	0.0%	-20%	-30%	20%	2%	-4%
O=C(N/N=C/c1cn(-c2cccs2)nc1-c1ccccc1)c1ccc(O)cc1	0.1%	-19%	2.8%	-0.4%	26%	-9%	-7%	16%	-1%
CCc1cc(CNC(=O)CC2C(=O)NCCN2Cc2ccc(-c3ccccc3)cc2)on1 (configuration not stated)	-0.2%	-24%	1.4%	5.5%	3%	-10%	-19%	5%	11%
COCCCN1CN(Cc2ccco2)CNC1=S	-0.1%	6%	-1.1%	-0.2%	-9%	24%	1%	-12%	0%
Cc1cc(C)nc(Nc2cccc(Cl)c2)n1	0.3%	2%	3.6%	1.8%	-2%	-74%[20 µM]	-14%	2%	0%
Cc1nn(-c2ccccc2)c2sc(C(=O)NNC(=O)COc3ccccc3)cc12	0.2%	22%	-2.2%	1.4%	10%	-13%	-21%	9%	6%
Cc1ccc(C)c(NC(=O)CCc2nnc3ccc(NCc4ccco4)nn23)c1	-0.2%	1%	7.0%	4.8%	14%	-32%	-15%	16%	-5%
COc1ccccc1N1CCSC1C(N)=O (configuration not stated)	-0.1%	-10%	5.5%	-0.1%	-17%	-4%	5%	-3%	3%
CCOC(=O)C(=NC1CCS(=O)(=O)C1)NNc1ccc(Br)cc1 (configuration not stated)	0.2%	-3%	-2.2%	-3.5%	13%	6%	-70%	-6%	-3%
C=CCn1c(COc2ccc(Cl)cc2)nnc1SCC(=O)N1CC(=O)Nc2ccccc21	-0.1%	-15%	0.1%	0.4%	14%	6%	0%	-10%	-2%
COc1ccc(CCNC(=O)/C(C#N)=C2\N=C(NC(=O)c3cccs3)c3ccccc32)cc1	0.5%	10%	-3.6%	4.1%	-2%	12%	-11%	22%	0%
Cc1ccc(C)c(C(=O)CCC(=O)NCc2ccc(Cl)cc2)c1	-0.5%	-3%	-4.2%	2.9%	-2%	-12%	-30%	12%	6%
O=C(c1cccc(NS(=O)(=O)c2cccc([N+](=O)[O-])c2)c1)N1CCOCC1	-0.4%	6%	-1.9%	-0.1%	8%	-10%	3%	-3%	3%
